From PubChem
EBV LMP1 NFkB – inhibitors of Epstein-Barr LMP1-induced NF-kappaB reporter. LMP1-induced NF-kappaB luciferase reporter cells, luminescence. inhibition, % at 12.5 µM. hit rate 0.69% among 350,000. AID 504558; in the data active = inhibition above about 41%;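 note: 0% = neutral control wells and 100% = reference inhibitor control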
NR2F2 inh – NR2F2 (human) inhibition, primary screen; hit rate 0.7% among 370,000; HEK293T NGFI-A luciferase reporter, luminescence; inhibition, % at 8.6 µM;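 active = inhibition above a per-plate cutoff, mean inhibition of test wells between control levels plus 3 SD, cut at about 38% in these data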;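 note: cells cotransfected with COUP-TFII expression vector driving the NGFI-A reporter; 0% = median of COUP-TF2 test wells and 100% = reporter-only cells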
Target sequence (P24468 whole entry, looked up): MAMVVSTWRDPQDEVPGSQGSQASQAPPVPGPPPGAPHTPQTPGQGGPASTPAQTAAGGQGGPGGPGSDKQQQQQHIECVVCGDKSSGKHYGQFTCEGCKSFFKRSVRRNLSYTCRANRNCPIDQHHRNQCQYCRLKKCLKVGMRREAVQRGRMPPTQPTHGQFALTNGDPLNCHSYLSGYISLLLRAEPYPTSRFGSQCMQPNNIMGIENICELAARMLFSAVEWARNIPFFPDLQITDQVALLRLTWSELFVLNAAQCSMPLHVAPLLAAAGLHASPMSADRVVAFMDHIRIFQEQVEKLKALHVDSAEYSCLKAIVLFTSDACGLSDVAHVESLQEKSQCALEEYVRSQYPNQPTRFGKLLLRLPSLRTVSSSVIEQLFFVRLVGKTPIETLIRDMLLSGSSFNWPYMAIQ
TLR9-MyD88 inh – inhibitors of human TLR9-MyD88 binding; AID 504734; CHO BLA complementation TLR9-MyD88, CCF4 FRET ratio; hit rate 0.21% among 340,000; inhibition, % at 4.98 µM;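 active = inhibition above the mean over all tested compounds plus 3 SD, cut at about 21% in these data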;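 note: 0% = DMSO only wells and 100% = clavulanate BLA inhibitor control wells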
Active calls of the source: *. Not all compounds are listed; rates above refer to the full screens.

`O=C(O)c1cc(C(=O)O)cc(-c2ccc(/C=c3/sc4nc5ccccc5n4c3=O)o2)c1` gave EBV LMP1 NFkB -4.4.
CCOC(=O)NNc1ccc2nonc2c1[N+](=O)[O-] was read as EBV LMP1 NFkB 12.9.
`COc1ccc2[nH]c3c(c2c1)CCN1C(=O)C(CC(=O)NC/C=C(\C)CCC=C(C)C)C[C@H](C(=O)N2CCCCC2)[C@@]31C` (stereo partly drawn) gave TLR9-MyD88 inh -10.6.
Screening CCC[C@H]1[C@@H](OC(=O)NCc2ccc(C(F)(F)F)cc2)CC[C@@]23CCCN2C(=O)CCC[C@@H]13 returned NR2F2 inh 25.9.
COc1cccc(C2c3c(ncn(-c4ccccc4)c3=N)Oc3ccc4ccccc4c32)c1OC (stereo not drawn) was read as NR2F2 inh 10.3.
Screening CCOc1ccc(CCNC(=O)c2cc3sccc3n2Cc2cccc(C)c2)cc1OCC returned NR2F2 inh 21.0.
`O=C(NCCCc1ccccc1)[C@H](Cc1c[nH]c2ccccc12)NC1(C(=O)NCCc2c[nH]c3ccccc23)CCOCC1` gave NR2F2 inh 17.2.
`CC(=O)Nc1sc2c(c1-c1nc3ccccc3s1)CCCNC2` gave NR2F2 inh -37.4.
For O=C(Nc1ccccc1)OCCN1CCCC12CCC(c1ccccc1)CC2 (stereo not drawn) the results were NR2F2 inh -8.9.
For CN1CCC(N[C@@H](Cc2ccccc2)C(=O)NCC(c2ccccc2)c2ccccc2)(C(=O)NC2CCCCC2)CC1 the results were NR2F2 inh 5.0.
`CC(C)C[C@H](NC1(C(=O)NCCc2c[nH]c3ccccc23)CCN(C)CC1)C(=O)NCCCc1ccccc1` gave NR2F2 inh 9.9.
O=C(OCC#CCSc1nnc(-c2cccc3ccccc23)o1)c1sccc1Cl was read as NR2F2 inh -8.0.
`O=S(=O)(c1cc(Cl)cc(Cl)c1)N1CCN(c2nc(-c3cccs3)nc3ccccc23)CC1` gave NR2F2 inh 6.2.
For O=C(Nc1cccc(F)c1)OCCN1CCCC12CCC(c1ccccc1)CC2 (stereo not drawn) the results were NR2F2 inh 10.0.
Screening CCC[C@H]1[C@@H](NC(=O)c2cccc(Cl)c2)CC[C@@]23CCCN2C(=O)CCC[C@@H]13 returned NR2F2 inh -33.6.
Screening COc1cc(O)c([C@@H](CC(=O)N2CC(C)CC(C)C2)c2ccc3c(c2)OCO3)c(OC)c1 (stereo partly drawn) returned NR2F2 inh 36.1.
`Cc1ccc(S(=O)(=O)N2c3ccccc3C[C@H]2CC=C(c2ccccc2)c2ccccc2)cc1` gave NR2F2 inh 2.7.
`CC1CCC2(CC1)CCC2NCc1ccc(Cl)cc1` (stereo not drawn) gave NR2F2 inh -8.8.
`CCCCC#CC(CC)NCc1ccc(OC)cc1OC` (stereo not drawn) gave NR2F2 inh -14.3.
Screening O=C(OCC#CCSc1nnc(-c2cccc3ccccc23)o1)c1ccc(C(F)(F)F)cc1 returned NR2F2 inh -26.4.
`COC(=O)CC1CCc2cc(C)cc(C(CC(C)C)NC(=O)[C@H](CC(C)C)NC(=O)OCc3ccccc3)c2O1` (stereo partly drawn) gave NR2F2 inh 5.5.
For C[C@H]1[C@@H](NS(=O)(=O)c2ccccc2[N+](=O)[O-])CC[C@@]23CCCN2C(=O)CCC[C@@H]13 the results were NR2F2 inh 12.4.
For CCn1c(=O)[nH]n(C/C(C)=C\c2c[n+](Cc3ccc4c(c3)OCO4)c(N)[nH]2)c1=O the results were NR2F2 inh -8.3.
Clc1cccc(CNC2CCC23CCCCC3)c1 (stereo not drawn) was read as NR2F2 inh 3.7.
`CO[C@H]([C@H](C)/C=C/N(C)C=O)[C@@H](C)C(=O)CC[C@H](C)[C@H](O)[C@H](C)[C@H]1OC(=O)/C=C/C(C)=C/C[C@H](O)C[C@@H]2C=CC[C@@H](C[C@H](OC)[C@@]3(CO3)[C@@H](OC)C[C@@H](OC)[C@@H]1C)O2` gave NR2F2 inh 6.1.
Screening O=C(OCC#CCSc1nnc(-c2cccs2)o1)c1ccc(F)cc1 returned NR2F2 inh 15.6.
For C[C@H]1[C@@H](NC(=O)c2ccc(Cl)cc2)CC[C@@]23CCCN2C(=O)CCC[C@@H]13 the results were NR2F2 inh 3.3.
Screening c1cncc(CNc2ccnc(-c3ccc4c(c3)OCO4)n2)c1 returned NR2F2 inh -19.5.
`CC(c1ccccc1)N1CC[C@H]2C=CC[C@@H](C(=O)Nc3ccc(F)c(F)c3)[C@H]2C1=O` (stereo partly drawn) gave NR2F2 inh -3.5.
For O=[N+]([O-])c1cccc2[nH]c(CNc3nc(N4CCOCC4)nc4c3ncn4-c3ccsc3)nc12 the results were NR2F2 inh 66.7*.
`O=C(Nc1ccc(NC(=O)c2ccccc2Cl)c(Cl)c1)c1ccccn1` gave NR2F2 inh -59.6.
For CC(C)COc1ccc(-c2csc(N3CCC(C(N)=O)CC3)n2)cc1 the results were NR2F2 inh 24.3.
Screening CCOc1ccc(Oc2c(Cl)cnn(-c3ccc(C)cc3)c2=O)cc1 returned NR2F2 inh 7.8.
`Fc1c(-c2ccc3ncnc(NCc4cccs4)c3c2)ccc2c1OCO2` gave NR2F2 inh -24.6.
CCC[C@H]1[C@@H](NC(=O)NCC)CC[C@@]23CCCN2C(=O)CCC[C@@H]13 was read as NR2F2 inh 13.8.
O=C(NCCc1c[nH]c2ccccc12)[C@H](Cc1c[nH]c2ccccc12)NC1(C(=O)NC2CCCCC2)CCCCCCC1 was read as NR2F2 inh 31.1.
`C[C@H]1[C@@H](NC(=O)c2ccc(C(C)(C)C)cc2)CC[C@@]23CCCN2C(=O)CCC[C@@H]13` gave NR2F2 inh -3.9.
Nc1[nH]c(C(=O)c2ccccc2)c(-c2ccc(O)cc2)c1C(=O)NCCc1c[nH]c2ccccc12 was read as NR2F2 inh 25.5.
`C[C@@H]1CN([C@@H](C)CO)C(=O)c2cccc(NC(=O)Nc3cccc4ccccc34)c2O[C@H]1CN(C)S(=O)(=O)c1ccc2c(c1)OCCO2` gave NR2F2 inh 0.4.
For CCCC1CCC2(CCCN2CCOC(=S)Nc2ccccc2Cl)CC1 (stereo not drawn) the results were NR2F2 inh -12.2.
O=C(OCC#CCSc1nnc(-c2cccc3ccccc23)o1)c1ccncc1 was read as NR2F2 inh 4.3.
O=C(NC1CCCc2c1cnn2-c1ccc(F)cc1F)c1ccccc1 (stereo not drawn) was read as NR2F2 inh 34.6.
`C#CCOCCOCCOCCNc1nc(N2CCOCC2)nc(N2CCN(C(=O)[C@H](CCC(=O)O)n3cc(C(N)CC(C)C)nn3)CC2)n1` (stereo partly drawn) gave NR2F2 inh -1.6.
`CCCC1CCC2(CC1)CCC2OC(=O)Nc1ccc2c(c1)OCO2` (stereo not drawn) gave NR2F2 inh 0.2.
For CC1(C)C=Cc2ccc(O)c(C(=O)/C=C/c3ccccc3)c2O1 the results were NR2F2 inh 44.1*.

Quoted from the listing, 6 compounds:
For CCCC1CCC2(CCCN2CCOC(=S)Nc2ccccc2Cl)CC1 (stereo not drawn) the results were NR2F2 inh -12.2.
O=C(OCC#CCSc1nnc(-c2cccc3ccccc23)o1)c1ccncc1 was read as NR2F2 inh 4.3.
O=C(NC1CCCc2c1cnn2-c1ccc(F)cc1F)c1ccccc1 (stereo not drawn) was read as NR2F2 inh 34.6.
`C#CCOCCOCCOCCNc1nc(N2CCOCC2)nc(N2CCN(C(=O)[C@H](CCC(=O)O)n3cc(C(N)CC(C)C)nn3)CC2)n1` (stereo partly drawn) gave NR2F2 inh -1.6.
`CCCC1CCC2(CC1)CCC2OC(=O)Nc1ccc2c(c1)OCO2` (stereo not drawn) gave NR2F2 inh 0.2.
For CC1(C)C=Cc2ccc(O)c(C(=O)/C=C/c3ccccc3)c2O1 the results were NR2F2 inh 44.1*.

Other compounds:
`CC(C)C[C@H](NC1(C(=O)NC2CCCCC2)CCOCC1)C(=O)NCC(c1ccccc1)c1ccccc1` gave NR2F2 inh 1.2.
`O=C(NCc1ccc(Cl)cc1)O[C@H]1CC[C@@]23CCCN2C(=O)CCC[C@H]3C1` gave NR2F2 inh -0.4.
`CC(C)C(NC(=O)[C@H](Cc1ccc(O)cc1)NC(=O)OC(C)(C)C)P(=O)(O)OC(Cc1ccccc1)C(=O)O` (stereo partly drawn) gave NR2F2 inh -12.8.
`CCC(CC)NC(=O)O[C@H]1CC[C@@]23CCCN2C(=O)CCC[C@H]3[C@H]1C` gave NR2F2 inh 16.7.
`c1ccc(C2CCC3(CC2)CCC3NCc2cccs2)cc1` (stereo not drawn) gave NR2F2 inh 9.4.
Screening Cc1cc2cc3c(cc2n2c(SCC(=O)Nc4nc(-c5ccccc5)cs4)nnc12)OCO3 returned NR2F2 inh 17.5.
`COc1ccc(N2CCN(CCCNC(=O)Cn3c(=O)c4cccn4c4c(C)ccnc43)CC2)cc1` gave NR2F2 inh -24.0.
For CCOC(=O)C1CCCCN1C(=O)[C@@H]1CC=C[C@@H]2CCN(c3ccccc3)C(=O)[C@@H]21 (stereo partly drawn) the results were NR2F2 inh -9.3.
For COc1cccc(-c2cc3nc(C)c(C)c(N4CCN(Cc5ccco5)CC4)n3n2)c1 the results were NR2F2 inh 0.0.
`N#Cc1ccc(C(=O)Oc2coc(CSc3ncccn3)cc2=O)cc1` gave NR2F2 inh 11.8.
`O=c1cc(N2CCN(c3cccc(C(F)(F)F)c3)CC2)[nH]c(=O)n1-c1ccccc1` gave NR2F2 inh 3.0.
Screening S=C(Nc1ccc(Cl)c(Cl)c1)Nc1nnc(-c2ccncc2)s1 returned NR2F2 inh 19.7.
Screening COC(=O)CNC(=O)[C@H](Cc1ccccc1)NC1(C(=O)NCCc2c[nH]c3ccccc23)CCCCC1 returned NR2F2 inh 35.4.
Screening O=C(NCCc1ccccc1)O[C@H]1CC[C@@]23CCCN2C(=O)CCC[C@H]3C1 returned NR2F2 inh 15.5.
Screening Cc1cccc(CN[C@@H]2CC[C@@]34CCCN3C(=O)CCC[C@H]4C2)c1 returned NR2F2 inh 6.4.
For CCOC(=O)C1CCN(C(=O)C(C)(C)NC(=O)Nc2ccc(Cl)cc2Cl)CC1 the results were NR2F2 inh 3.4.
Screening c1ccc(CN2CCN(c3ncnc4sccc34)CC2)cc1 returned NR2F2 inh 71.2*.
For Cc1nc2ccccn2c1C(O)(c1ccccc1)c1ccccc1 the results were NR2F2 inh 4.5.
`Clc1ccc([C@H]2OC[C@@]3(CNCc4ccccc4)CS[C@H](c4ccc(Cl)cc4)N23)cc1` gave NR2F2 inh -1.9.
CCC[C@H]1[C@@H](NC(=O)Nc2ccc3c(c2)OCO3)CC[C@@]23CCCN2C(=O)CCC[C@@H]13 was read as NR2F2 inh -0.8.
CC(=O)Nc1sc2c(c1-c1nc3ccccc3s1)CCN(C(C)=O)C2 was read as NR2F2 inh -47.2.
`COc1ccc(C(=O)N[C@H]2CC[C@@]34CCCN3C(=O)CCC[C@H]4[C@H]2C)cc1` gave NR2F2 inh 5.6.
For O=C(NCCCc1ccccc1)C1CCN(c2nc(-c3ccc(Br)cc3)cs2)CC1 the results were NR2F2 inh 37.4*.
`O=C(Nc1cccc(Cl)c1)OCCN1CCCC12CCC(c1ccccc1)CC2` (stereo not drawn) gave NR2F2 inh 3.2.
For COc1cc(O)c(C(CC(=O)N2CCCC(C)C2)c2ccccc2)c(OC)c1 (stereo not drawn) the results were NR2F2 inh 4.9.
Screening N#Cc1cccc(NC(=O)O[C@@H]2CC[C@@]34CCCN3C(=O)CCC[C@H]4C2)c1 returned NR2F2 inh -3.0.
Cn1c(=O)cc(OCCCC(=O)Nc2cc(-c3cn[nH]c3)ccn2)c2ccccc21 was read as NR2F2 inh 54.7*.
O=S(=O)(c1ccccc1)N1CCN(S(=O)(=O)c2ccc3c(c2)OCCO3)CC1 was read as NR2F2 inh 15.7.
NC(=O)C1CCN(c2nc(-c3ccc(OCc4ccccc4)cc3)cs2)CC1 was read as NR2F2 inh 17.4.
`Cc1ccc(S(=O)(=O)N2c3ccccc3C[C@H]2CCC(=O)c2ccccc2)cc1` gave NR2F2 inh 0.3.
Screening O=C(OCC#CCSc1nnc(-c2cccc3ccccc23)o1)c1cccc(F)c1 returned NR2F2 inh 5.7.
Screening CCC[C@H]1C(=O)CC[C@@]23CCCN2C(=O)CCC[C@@H]13 returned NR2F2 inh -13.2.
Screening C=CCN(Cc1ccc(OC)cc1OC)C(C#Cc1ccccc1)c1ccccc1 (stereo not drawn) returned NR2F2 inh 10.3.
Cc1cccc(CNC(=S)OCCN2CCCC23CCC(c2ccccc2)CC3)c1 (stereo not drawn) was read as NR2F2 inh 1.0.
`Cc1cc(C)nc(NC(=S)N2CCN(c3ncc(C(F)(F)F)cc3Cl)CC2)c1` gave NR2F2 inh 12.9.
Cc1ccnc(SCc2cc(=O)c(OC(=O)c3ccc([N+](=O)[O-])cc3)co2)n1 was read as NR2F2 inh 27.1.
Screening O=C1CCC[C@H]2C[C@H](NCc3cccs3)CC[C@]23CCCN13 returned NR2F2 inh 8.3.
S=C(Nc1ccccc1Br)OCCN1CCCC12CCC(c1ccccc1)CC2 (stereo not drawn) was read as NR2F2 inh 16.8.

Entries listed so far that have a COOH group:
`O=C(O)c1cc(C(=O)O)cc(-c2ccc(/C=c3/sc4nc5ccccc5n4c3=O)o2)c1` gave EBV LMP1 NFkB -4.4.
`C#CCOCCOCCOCCNc1nc(N2CCOCC2)nc(N2CCN(C(=O)[C@H](CCC(=O)O)n3cc(C(N)CC(C)C)nn3)CC2)n1` (stereo partly drawn) gave NR2F2 inh -1.6.
`CC(C)C(NC(=O)[C@H](Cc1ccc(O)cc1)NC(=O)OC(C)(C)C)P(=O)(O)OC(Cc1ccccc1)C(=O)O` (stereo partly drawn) gave NR2F2 inh -12.8.
